Screening results from PubChem.
OXTR ag: human OXTR agonism. CHO-OTR cells, Fluo-8 calcium fluorescence; normalized: DMSO 0%, oxytocin 100%. activation, % at 3 µM. hit rate 0.32% among 320,000. AID 2435;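 active = activation above the mean of all tested compounds plus 3 SD, cutoff set per screening run, cut at about 20% in these data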;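 note: peak over basal fluorescence ratio from a 100 s FLIPR kinetic read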
Target sequence (P30559 whole entry, looked up): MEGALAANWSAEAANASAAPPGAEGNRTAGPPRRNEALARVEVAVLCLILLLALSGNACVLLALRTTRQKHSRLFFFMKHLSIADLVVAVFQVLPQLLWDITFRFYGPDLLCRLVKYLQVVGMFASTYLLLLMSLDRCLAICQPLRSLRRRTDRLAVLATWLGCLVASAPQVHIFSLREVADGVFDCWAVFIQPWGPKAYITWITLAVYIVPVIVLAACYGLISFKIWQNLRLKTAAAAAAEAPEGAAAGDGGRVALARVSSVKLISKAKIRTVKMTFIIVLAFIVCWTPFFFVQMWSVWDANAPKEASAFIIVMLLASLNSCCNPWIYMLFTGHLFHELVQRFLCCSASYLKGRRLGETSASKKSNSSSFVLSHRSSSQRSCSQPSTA
GalR3 antagonist: antagonists of human GalR3; O60755; HEK293 GalR3-CNG cAMP membrane potential fluorescence; galR3 body fused to GalR1 C-terminus; inhibition, % at 3 µM; hit rate 0.44% among 360,000;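 active = inhibition above the screen-wide average plus 3 SD, cut at about 13% in these data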;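 note: forskolin and galanin both at EC90 stimulate the cells; cAMP rise reported by CNG channel membrane potential dye signal; 0% = forskolin plus galanin with DMSO and 100% = forskolin alone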
Target sequence (O60755 1-299 limits assumed): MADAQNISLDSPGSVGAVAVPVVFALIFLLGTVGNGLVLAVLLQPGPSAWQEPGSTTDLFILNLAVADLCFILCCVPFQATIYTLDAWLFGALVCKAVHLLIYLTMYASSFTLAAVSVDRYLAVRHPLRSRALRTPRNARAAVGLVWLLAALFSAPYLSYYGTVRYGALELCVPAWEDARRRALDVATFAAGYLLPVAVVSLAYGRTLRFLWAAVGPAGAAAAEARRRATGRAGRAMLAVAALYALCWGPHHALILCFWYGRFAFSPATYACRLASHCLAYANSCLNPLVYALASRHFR
V1aR counter: V1a receptor agonism, counter-screen for OXTR agonists | CHO-V1R cells, Fluo-8 calcium fluorescence, agonist mode; 0% DMSO, 100% 3 nM vasopressin | activation, % at 3 µM | hit rate 0.25% among 320,000;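 active = activation above the mean activation of all tested compounds plus 3 SD, per screening run, cut at about 20% in these data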;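 note: signal is peak over basal fluorescence ratio across a 100 second FLIPR read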
Numbers without * were called inactive.

smiles	OXTR ag	GalR3 antagonist	V1aR counter
Cc1ccccc1OCC(=O)N1CCC2(CC1)CC(=O)c1ccccc1O2	-0.5	-1	0.6
CC(C)(C)OC(=O)C[C@H]1C/C=C\C[C@@H](CC(=O)N(CCO)Cc2ccccc2)C(=O)NC[C@H](c2ccccc2)OC1=O	-0.9	-3	0.0
O=C(Nc1ccccc1Br)C1CC(=O)N(c2ccc3c(c2)OCCO3)C1 (stereo not drawn)	2.7	-1	0.2
Cc1noc(C)c1NC(=O)N(C)C[C@@H]1Oc2ccc(NC(=O)Cc3cn(C)c4ccccc34)cc2CC(=O)N([C@H](C)CO)C[C@@H]1C	1.6	-1	2.0
CCN(C(=O)COC(=O)Cc1c[nH]c2ccccc12)c1c(N)n(Cc2ccccc2)c(=O)[nH]c1=O	0.7	-3	-0.2
COc1cccc(NC(=O)COC(=O)CCC(=O)c2cccs2)c1	0.8	1	-0.2
N#Cc1ccc(OCCN2CCc3ccccc3C2)cc1	-0.3	-5	-1.1
Cc1cccc(NC(=O)CN(CC2CCCO2)C(=O)c2oc3ccc(F)cc3c2C)c1C (stereo not drawn)	-1.9	-8	0.6
COC(=O)C1CCN(C(=O)COC(=O)C2CCN(S(=O)(=O)c3c(Cl)cccc3Cl)CC2)CC1	3.3	1	2.8
C=CCOc1ccc(/C=C/C(=O)OCC(=O)NCc2cccc(OC)c2)cc1	8.5	-6	7.7
Cc1c(NC(=O)CSC(=S)N2CCCC2)c(=O)n(-c2ccccc2)n1C	0.6	-2	-0.4
CC1C(=O)N2CCCc3cc(NC(=O)C(=O)NCc4ccc5c(c4)OCO5)cc1c32 (stereo not drawn)	0.2	3	-1.4
CN(C(=O)COC(=O)c1ccc(C(C)(C)C)cc1)C1CCS(=O)(=O)C1 (stereo not drawn)	2.4	-1	2.3
CCOC(=O)[C@H]1[C@H]2COc3ccc(Br)cc3[C@@H]2N2C(=O)c3ccc(C)cc3NC(=O)[C@@]12C	-0.6	-5	-0.1
O=C(NCC(=O)N1CCCC(C(F)(F)F)C1)c1ccco1 (stereo not drawn)	1.1	4	1.5
COc1ccc(S(=O)(=O)N2CCC3(CC2)CC(=O)c2ccccc2O3)cc1C	-0.5	-3	-1.2
COc1cc2sc(-c3ccccc3OC)c(-c3ccc(OCCN4CCCCC4)cc3)c2cc1OC	10	8	3.7
CCC(C)NC(=O)CSc1ccc(S(=O)(=O)N(C)C2CCCCC2)cn1 (stereo not drawn)	4.2	-10	4.9
CNC[C@H]1Oc2c(NC(=O)C3CC3)cccc2C(=O)N([C@H](C)CO)C[C@@H]1C	1.0	-2	0.5
CC(CCc1ccccc1)NC(=O)COC(=O)C(CCC(N)=O)NC(=O)c1ccc(F)cc1 (stereo not drawn)	0.4	-6	0.4
Nc1c(C(=O)Nc2ccc3c(c2)OCCO3)nnn1Cc1ccccc1	-0.1	-8	1.2
COc1ccc(COC(=O)C2CCN(S(=O)(=O)c3cccs3)CC2)cc1	1.2	-2	2.8
O=C(CC1CC2CCC1C2)N1CCN(S(=O)(=O)c2ccccc2F)CC1 (stereo not drawn)	0.2	-5	3.7
O=C(NNC(=O)C1CC(=O)N(c2ccc3c(c2)OCCO3)C1)c1ccc(F)cc1 (stereo not drawn)	0.4	-3	-0.3
O=C(Cc1ccc(F)cc1)NCCS(=O)(=O)N1CCN(c2ccccc2)CC1	0.4	-5	-0.1
Cc1noc(C)c1NC(=O)N(C)C[C@H]1Oc2ccc(NS(=O)(=O)c3c(C)noc3C)cc2C(=O)N([C@H](C)CO)C[C@@H]1C	1.1	-4	2.1
O=C(CN1CSCC1=O)N1CCN(S(=O)(=O)c2ccc(Cl)cc2)CC1	-0.7	0	0.8
C[C@H](CO)N1C[C@H](C)[C@@H](CN(C)Cc2ccncc2)Oc2c(NC(=O)c3ccncc3)cccc2C1=O	0.7	-3	1.7
C=CCn1c(SCC(=O)NCC2CCCO2)nnc1-c1ccncc1 (stereo not drawn)	0.2	-5	0.4
CCN(C[C@H]1N[C@@](CC)(C(=O)OC)[C@H]2C(=O)N(C)C(=O)[C@@H]12)S(=O)(=O)c1ccc(OC)cc1	0.6	-3	-0.3

One compound at a time, from the list above. Screens in order: OXTR ag | GalR3 antagonist | V1aR counter
`COc1cc2sc(-c3ccccc3OC)c(-c3ccc(OCCN4CCCCC4)cc3)c2cc1OC` across the screens: 10 | 8 | 3.7
`O=C(Cc1ccc(F)cc1)NCCS(=O)(=O)N1CCN(c2ccccc2)CC1` across the screens: 0.4 | -5 | -0.1
`Cc1noc(C)c1NC(=O)N(C)C[C@H]1Oc2ccc(NS(=O)(=O)c3c(C)noc3C)cc2C(=O)N([C@H](C)CO)C[C@@H]1C` across the screens: 1.1 | -4 | 2.1
`O=C(NCC(=O)N1CCCC(C(F)(F)F)C1)c1ccco1` (stereo not drawn) across the screens: 1.1 | 4 | 1.5
`CCOC(=O)[C@H]1[C@H]2COc3ccc(Br)cc3[C@@H]2N2C(=O)c3ccc(C)cc3NC(=O)[C@@]12C` across the screens: -0.6 | -5 | -0.1

Remaining list, next part:
smiles	OXTR ag	GalR3 antagonist	V1aR counter
C[C@@H]1CN([C@@H](C)CO)C(=O)c2cc(NC(=O)Nc3ccc4c(c3)OCO4)ccc2O[C@H]1CN(C)S(=O)(=O)c1cn(C)cn1	0.8	-4	1.4
COc1cccc([C@@H]2CC=C(C(=O)O)[C@H](c3ccccc3)N2S(=O)(=O)c2ccc(C)cc2)c1	-0.6	-7	-0.4
Cc1csc(NC(=O)C(C)Oc2ccc(Cl)cc2C)n1 (stereo not drawn)	-1.9	-6	-0.8
O=C(O)c1ccc(/C=N\Nc2ccccn2)cc1	0.6	4	0.3
OC(COc1ccc(Cl)cc1)CN1CCN(c2ccccn2)CC1 (stereo not drawn)	0.4	-3	0.4
CC(OC(=O)c1nccnc1N)C(=O)Nc1ccc(S(=O)(=O)N2CCCC2)cc1 (stereo not drawn)	1.8	-4	0.4
C[C@H](CO)N1C[C@H](C)[C@@H](CN(C)S(=O)(=O)c2cccs2)Oc2ccc(NC(=O)Nc3ccc(C(F)(F)F)cc3)cc2C1=O	1.9	-10	2.7
CC(NC(=O)CSc1nc(C2CC2)n(-c2ccccc2)n1)c1ccco1 (stereo not drawn)	-2.2	-4	-1.1
Cc1ccc(OCCOC(=O)c2cccc(S(=O)(=O)N3CC(C)OC(C)C3)c2)cc1 (stereo not drawn)	-0.3	-8	1.0
Clc1cc(NCc2ccccc2)ncn1	1.9	-4	0.5
CN(CC(=O)Nc1c(Cl)cccc1Cl)C(=O)c1cccc(S(=O)(=O)NCc2ccccc2)c1	-2.0	-2	-0.9
CCOc1ncccc1C(=O)OCC(=O)N1CCC(C)CC1	1.1	-1	0.2
CCCCn1c(N)c(N(CCC(C)C)C(=O)c2cccc(N3C(=O)c4ccccc4C3=O)c2)c(=O)[nH]c1=O	-1.3	-2	-0.5
COc1ccc(C(c2c(NC(=O)c3ccco3)sc(C)c2C)N2CCOCC2)cc1OC (stereo not drawn)	-1.4	-7	-0.1
O=C(NNC(=O)c1ccc(Cl)nc1)c1ccncc1	0.8	-8	-0.1
Cc1cccc(NC(=O)CSCC(=O)N2CCN(C(=O)c3ccco3)CC2)c1	0.3	-4	0.3
CC(C)c1ccc(-c2nn(-c3ccccc3)cc2C(=O)NCC2CCCO2)cc1 (stereo not drawn)	-1.9	-2	-0.3
O=C(COC(=O)C1CC2CCCC(C1)C2=O)NNC(=O)c1ccccc1Br (stereo not drawn)	1.3	-3	1.0
COc1cc(/C=C/C(=O)OCC(=O)Nc2ccc(Cl)cn2)ccc1O	2.5	-1	4.4
COc1ccccc1CNC(=O)COC(=O)c1cc(S(=O)(=O)N2CCOCC2)ccc1Cl	-1.3	0	-0.3
O=C(COC(=O)c1cc(S(=O)(=O)N2CCOCC2)ccc1F)NC1CC1	1.1	-1	0.7
CCN1C(=NCCOC)N[C@@H](c2cccc(C(F)(F)F)c2)C(C(=O)OC)=C1C	1.8	-8	0.7
OC(COCc1ccccc1F)CN1CCCCC1 (stereo not drawn)	-0.7	-6	-1.2
O=[N+]([O-])c1ccc(Cl)c(S(=O)(=O)Nc2cccc(-c3ccc(N4CCOCC4)nn3)c2)c1	1.0	-3	1.3
O=C(Nc1cccc(S(=O)(=O)N2CCCCC2)c1)C1CCC1	0.3	-4	3.5
CC1(C)O[C@@H]2[C@H](O1)[C@@H](CO)O[C@H]2n1cc(Br)c(=O)[nH]c1=O	1.8	4	1.0
COc1cc(/C=C/C(=O)OCC(=O)Nc2ccc3c(c2)OCO3)ccc1O	0.8	-5	-0.3
COc1ccc(OCCOC(=O)C(C)NS(=O)(=O)c2ccc(NC(C)=O)cc2)cc1 (stereo not drawn)	6.1	-5	5.0
Cc1cc(=O)oc2cc(NC(=O)C(C)Oc3cccc(Cl)c3)ccc12 (stereo not drawn)	-1.3	-6	-0.6
O=C(Nc1ccc(Cl)cc1F)c1ccc(-n2cncn2)cc1	1.7	-5	1.9
CCn1nc(C(=O)NCCc2ccc3c(c2)OCCO3)c2ccccc2c1=O	-0.4	-2	-0.5
CC(C)(C)c1ccc(C(=O)NCC2CCCN2S(=O)(=O)c2ccccc2)cc1 (stereo not drawn)	-1.9	-3	0.2
Cc1cc(C)n2nc(SCC(=O)N3CCCCC3C)nc2n1 (stereo not drawn)	0.7	-5	0.9
CCn1c(=NC(=O)CS(=O)(=O)c2ccc(C)cc2)sc2cccc(OC)c21	-2.7	-4	-1.0
O=C(NCC(c1cccs1)N1CCOCC1)c1cn(-c2ccccc2)nc1-c1ccccc1 (stereo not drawn)	-1.3	-2	-0.2
CN(CC(=O)Nc1cccc(F)c1)C(=O)CCCc1nc2ccccc2c(=O)[nH]1	-1.8	-1	-0.9
O=C(c1c(F)c(F)c(F)c(F)c1F)N1CCN(Cc2ccc3c(c2)OCO3)CC1	-0.4	1	0.3
COc1ccc(CNC(=O)COC(=O)c2ccc(Br)o2)cc1	-0.5	-1	-0.1
COc1cccc(CC(=O)N2CCN(S(=O)(=O)c3ccc(Br)cc3)CC2)c1	0.2	-4	1.3
Cc1sc(NC(=O)CS(=O)(=O)c2ccccc2)c(C#N)c1C	-1.3	-4	0.1
O=C1C(=O)N(CCCn2ccnc2)C(c2ccc([N+](=O)[O-])cc2)/C1=C(\O)c1ccc2c(c1)OCCO2 (stereo not drawn)	0.2	-6	2.3
O=C(CSc1nnc(C2CC2)n1C1CC1)c1ccc(F)cc1	-1.2	-6	-1.1
CCN(CC(=O)Nc1ccc(NC(C)=O)cc1)C(=O)C1CCCC1	2.0	-6	0.4
Cc1ccc(NC(=O)COC(=O)CCc2c(C)nc3ncnn3c2C)cc1	-0.6	-4	0.3
CCCC[C@H](CC(=O)c1ccccc1)[C@@H](OC(C)=O)C(=O)Oc1c(C(C)C)cccc1C(C)C	2.2	-5	0.8
O=C(Oc1ccc(-c2nnco2)cc1)c1ccc(F)c(S(=O)(=O)N2CCOCC2)c1	3.7	-4	2.1
O=C(COc1ccc(-c2nnco2)cc1)Nc1c(F)cccc1F	0.5	-5	0.4
CN(CC(=O)Nc1ccccc1Cl)C(=O)CN1C(=O)C2CCCCC2C1=O (stereo not drawn)	-0.2	0	-0.2
COc1ccc(C(=O)CCc2ccccc2)c(O)c1	-0.8	5	-0.1
CCOC(=O)c1ccc(-c2c(-c3ccc(OC)cc3)oc(=O)c3cc(OC)c(OC)cc23)cc1F	0.8	-5	1.3

Additional structures follow:
smiles	OXTR ag	GalR3 antagonist	V1aR counter
O=C(CSc1nnc(COc2ccccc2Cl)o1)Nc1ccccc1	0.5	-1	1.2
O=C(COc1ccccc1F)NNC(=O)c1ccc(F)c(S(=O)(=O)N2CCOCC2)c1	2.3	-4	1.0
CC(OC(=O)/C=C/c1ccccc1)C(=O)Nc1ccc2c(c1)OCCO2 (stereo not drawn)	-0.1	-3	1.2
O=C(COc1ccc([N+](=O)[O-])cc1)Nc1cc(S(=O)(=O)N2CCCCC2)ccc1N1CCCCC1	-1.5	-2	-0.9
CC(=O)c1c(C)[nH]c(C(=O)NNC(=O)COc2cc(C)ccc2C(C)C)c1C	2.4	1	1.4
CC(C)NC(=O)N(C)C[C@H]1Oc2ccc(NC(=O)C3CCCCC3)cc2C(=O)N([C@H](C)CO)C[C@@H]1C	1.8	-3	0.3
O=C(CSc1ccc(Br)cc1)Nc1ccc(N2CCOCC2)cc1	0.1	-1	2.5
CCS(=O)(=O)c1ccc(O)c(NC(=O)c2ccc(S(=O)(=O)N3CCCCCC3)cc2)c1	1.1	-4	0.9
Cc1ccc(NC(=O)c2ccc(Cl)c(S(=O)(=O)NCc3ccco3)c2)c(O)c1	-0.2	-4	1.6
COc1ccc(C(=O)Nc2ccccc2NC(=O)c2ccc(OC)cc2)cc1	-1.1	-1	0.5
Cc1ccc([N+](=O)[O-])cc1S(=O)(=O)Nc1cccc(S(=O)(=O)NC2=NCCC2)c1	1.1	9	1.3
CNC(=O)c1c(NC(=O)CCS(=O)(=O)c2ccccc2)sc2c1CCN(C(=O)OC)C2	-1.5	7	-1.0

Of the compounds above, these contain a cyano group.
smiles	OXTR ag	GalR3 antagonist	V1aR counter
N#Cc1ccc(OCCN2CCc3ccccc3C2)cc1	-0.3	-5	-1.1
Cc1sc(NC(=O)CS(=O)(=O)c2ccccc2)c(C#N)c1C	-1.3	-4	0.1

These rows are one share of the data (hit frequency here may not be typical).
